PKA inh = inhibitors of human protein kinase A | AID 524 | 65,000 tested, 0.1% active | PKA Kemptide phosphorylation, Kinase-Glo ATP luminescence | inhibition, % at 6 µM;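 active means inhibition above the screen-wide mean inhibition plus 3 SD, cut at about 21% in these data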; further: many of its hits are not listed in these tables
Ecoli tolC = growth inhibitors of E. coli BW25113 tolC mutant | OD615 | growth inhibition, % at 10 µM (by protocol) | 65,000 tested, 2.2% active | AID 573;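 active means growth inhibition at or above a cutoff equal to the mean over every tested compound plus 3 SD, cut at about 60% in these data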;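 further: growth measured after 20 h incubation at 37 °C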
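Test system: E. coli BW25113 ΔtolC::kan bacteria | Medium: Kanamycin-containing LB broth (50 µg/mL) | Dosing: One dose of 10 µM final | Times: 20 h incubation with compound, 37 °C | Detection: Optical density read at 615 nm | Read-out basis: Percent growth inhibition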
NADH enzymes = inhibitors of enzymes used to reach an NAD/NADH endpoint; coupled PK/LDH NADH assays, four targets; IC50, µM (top dose mostly 10 µM), for inactives: at the highest dose inhibition; 65,000 tested, 0.02% active; AID 774;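 active means single-dose screening hits from any of four coupled enzyme assays that gave an IC50 when retested across doses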;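 further: the DPM-DC format reads NADH fluorescence rather than 340 nm absorbance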
JNK3 inh = blocks human JNK3 kinase activity | P53779 | purified JNK3 kinase activity, HTS | inhibition, % at 8 µM | 60,000 tested, 0.61% active | AID 746; in the data active means inhibition above about 17%;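 further: 0% = DMSO and 100% = reference inhibitor; many of its hits are not listed in these tables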
Autofluor 339 = intrinsic fluorescence of library compounds, ex339/em460 – biochemical, MLSMR library, data from DPM-DC assay, artefact control, profiling panel; compound autofluorescence, ex339/em460 nm, NADH buffer; active compounds read high; 1 = no-compound wells, NADH background; AID 709; 65,000 tested, 5.5% active; fluorescence fold increase at 10 µM;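 active means at 10 µM, mean starting fluorescence two-fold or more over control wells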;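 further: signal is the first read of a kinetic run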
MMP-13 inhibitor = MMP13 (human) collagenase inhibition | P45452 | MMP-13 fTHP FRET cleavage, Mca fluorescence | inhibition, % at 4 µM | 65,000 tested, 0.07% active;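 active means inhibition above the mean of compound-free control plate wells plus 3 SD, cut at about 14% in these data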;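 further: 0% = DMSO wells and 100% = wells with reference MMP-13 inhibitor after basal subtraction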
A340 absorber = compound absorbs light at 340 nm. compound absorbance at 340 nm, fold over control. fold change at 10 µM. 65,000 tested, under 10 active. AID 708;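 active means at 10 µM dose, initial 340 nm absorbance at least 2 fold that of control wells; inactive means change under 2 fold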;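 further: initial absorbance extrapolated from kinetic A340 decline of NADH oxidation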
HEK293 NFkB inh = lowers PMA/ionomycin-induced NF-kB signal in HEK293 cells | HEK-293 NF-kB luciferase reporter, luminescence | inhibition, % at 3 µM | 62,000 tested, 0.21% active;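 active means inhibition above the mean of all tested compounds plus 3 SD, cut at about 40% in these data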;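 further: 0% = stimulated DMSO wells and 100% = 10 µM reference inhibitor 5653914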
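Material: HEK-293 cells with stable firefly luciferase reporter driven by four HIV NF-kB elements / Also added: PMA plus ionomycin mix as NF-kB-activating stimulus / Compound dosing: 3 µM once, 0.30% DMSO / Times: 1 h pretreatment, 16 h stimulation, 37 °C / Signal: luminescence / Evaluation: per-plate % inhibition versus controls / Benchmarks: DMSO and 10 µM reference inhibitor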
ROCK2 inh = ROCK2 (human) kinase inhibition. O75116. purified ROCK2, Kinase-Glo ATP depletion luminescence. inhibition, % at 6 µM. 60,000 tested, 0.35% active. AID 604;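 active means inhibition above the screen-wide mean inhibition plus 3 SD, cut at about 18% in these data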;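 further: plate controls were DMSO wells for no effect and Y-27632 control wells after no-enzyme background subtraction for full effect; many of its hits are not listed in these tables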
Target sequence (O75116 whole entry, looked up): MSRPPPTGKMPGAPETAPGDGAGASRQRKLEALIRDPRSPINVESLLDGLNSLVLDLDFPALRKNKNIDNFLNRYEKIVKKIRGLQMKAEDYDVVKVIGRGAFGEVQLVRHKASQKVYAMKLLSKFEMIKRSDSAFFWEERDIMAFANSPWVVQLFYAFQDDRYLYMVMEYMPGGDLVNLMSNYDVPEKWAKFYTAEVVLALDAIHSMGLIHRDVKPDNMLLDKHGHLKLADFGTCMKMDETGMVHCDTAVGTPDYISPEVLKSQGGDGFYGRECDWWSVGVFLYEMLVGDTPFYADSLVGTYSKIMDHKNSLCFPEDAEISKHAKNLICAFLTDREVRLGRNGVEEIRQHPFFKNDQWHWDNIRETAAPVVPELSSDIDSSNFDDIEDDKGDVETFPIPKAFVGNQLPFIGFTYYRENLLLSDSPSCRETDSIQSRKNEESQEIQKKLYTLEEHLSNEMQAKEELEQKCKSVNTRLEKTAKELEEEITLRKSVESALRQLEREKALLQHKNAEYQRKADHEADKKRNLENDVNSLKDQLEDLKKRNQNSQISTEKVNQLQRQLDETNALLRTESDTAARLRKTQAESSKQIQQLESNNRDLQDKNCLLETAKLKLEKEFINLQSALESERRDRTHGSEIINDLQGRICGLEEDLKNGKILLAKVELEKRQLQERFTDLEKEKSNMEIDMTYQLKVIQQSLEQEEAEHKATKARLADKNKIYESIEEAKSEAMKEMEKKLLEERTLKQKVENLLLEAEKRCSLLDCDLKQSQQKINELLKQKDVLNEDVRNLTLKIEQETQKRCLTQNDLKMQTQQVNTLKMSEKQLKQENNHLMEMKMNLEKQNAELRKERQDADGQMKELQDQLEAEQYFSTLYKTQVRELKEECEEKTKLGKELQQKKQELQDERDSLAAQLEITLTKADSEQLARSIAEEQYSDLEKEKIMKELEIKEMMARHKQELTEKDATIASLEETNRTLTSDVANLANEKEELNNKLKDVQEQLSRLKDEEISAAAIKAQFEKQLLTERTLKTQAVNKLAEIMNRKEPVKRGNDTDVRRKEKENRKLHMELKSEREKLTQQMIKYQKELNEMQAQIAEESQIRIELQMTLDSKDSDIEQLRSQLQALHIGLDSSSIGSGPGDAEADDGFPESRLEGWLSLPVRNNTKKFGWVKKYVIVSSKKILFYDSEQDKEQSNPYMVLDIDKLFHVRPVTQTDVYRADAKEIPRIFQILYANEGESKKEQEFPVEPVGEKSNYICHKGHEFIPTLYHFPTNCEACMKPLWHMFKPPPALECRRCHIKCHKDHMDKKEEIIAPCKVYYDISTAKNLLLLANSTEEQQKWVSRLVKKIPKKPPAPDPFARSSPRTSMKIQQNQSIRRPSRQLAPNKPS
The depositor's hits bear a star; · = no result given; [ ] = dose if it differs, or a comment. This is a subset. The share of hits here may be higher or lower than overall.

(1) COc1ccc(C(=O)Nc2cc(Cl)ccc2Cl)c(OC)n1
(2) COc1cccc2[nH]c3c(N4CCN(Cc5ccc6c(c5)OCO6)CC4)ncnc3c12
(3) COc1ccc(NC(=O)Nc2cc(C)ccc2OC(F)F)c(OC)c1
(4) CCOc1ccc(OCC(=O)Nc2ccc(S(=O)(=O)Nc3cc(C)nc(C)n3)cc2)cc1
(5) COc1cccc(C2NC(=O)NC(C)=C2C(=O)Nc2cc(OC)ccc2OC)c1 (stereo unspecified)
(6) Cc1nnc(SCC(=O)N2CCN(S(=O)(=O)c3ccccc3)CC2)[nH]c1=O
(7) CCCNc1nc2c(c(=O)n(C)c(=O)n2C)n1CCC(C)C
(8) COc1cc(-c2nnc(Cn3cc(C(F)(F)F)ccc3=O)o2)cc(OC)c1OC

assay / compound,1,2,3,4,5,6,7,8
PKA inh,6,7,8,2,8,1,0,-6
Ecoli tolC,-33,41,-7,12,7,-16,-25,-14
NADH enzymes,4%,9%[fluoresces],2%,8%,6%,3%,2%,4%
JNK3 inh,4,-6,-4,3,-4,-3,3,-12
Autofluor 339,1.2,3.9*,1.1,1,1.1,0.98,1.1,1.1
MMP-13 inhibitor,-6,-128[fluorescence artefact?],4,2,3,-6,-3,1
A340 absorber,0.96,1.1,1.1,1,1,0.99,1,1
HEK293 NFkB inh,6,8,12,-2,9,3,26,19
ROCK2 inh,1,7,5,4,7,3,1,0

(9) CCn1cc(NC(=O)Nc2ccccc2C(=O)OC)c(C(N)=O)n1
(10) Nc1nnc(SCC(=O)N2CCc3ccccc32)n1-c1ccccc1
(11) CCOC(=O)c1ccc(NC(=O)NC2CCN(CC(=O)NCc3ccc4c(c3)OCO4)CC2)cc1
(12) CCOc1ccc(C2C=C(c3ccc(C)cc3)Nc3ncnn32)cc1 (stereo unspecified)
(13) O=C(O)c1cc(-c2ccc3c(c2)OCO3)nc2ccccc12
(14) Cc1ccc2c(c1)nnn2C1CCN(CC(=O)Nc2ccccc2N2CCOCC2)CC1
(15) COC(=O)c1ccc(CSc2nc3sc4c(c3c(=O)n2C)CCCC4)o1
(16) CCCC(OC(=O)CN1C(=O)COc2ccccc21)C(=O)NC1CCCC1 (stereo unspecified)

assay / compound,9,10,11,12,13,14,15,16
PKA inh,12,12,7,7,-2,6,-4,-4
Ecoli tolC,18,-5,3,30,33,14,42,-10
NADH enzymes,4%,2%,5%,10%[fluoresces],3%,4%,4%,2%
JNK3 inh,-3,4,-9,-2,-1,4,4,-2
Autofluor 339,1.1,0.97,1.1,3.6*,1.2,1.1,1.1,1
MMP-13 inhibitor,1,3,0,-243[fluorescence artefact?],-3,-8,-4,2
A340 absorber,1,1,1,1.1,1.1,0.97,1.1,0.99
HEK293 NFkB inh,19,6,9,4,8,-3,31,0
ROCK2 inh,3,1,3,2,-3,8,-2,-2

(17) C=CCn1c(SCC(=O)Nc2ccc3c(c2)CCC3)nnc1-c1cccs1
(18) O=C1C2C3C=CC(C3)C2C(=O)N1CCN1CCN(S(=O)(=O)c2ccc3ccccc3c2)CC1 (stereo unspecified)
(19) CCOC(=O)CC(=O)CSc1nnc(Cn2c(=O)sc3ccccc32)n1C
(20) COC(=O)c1cc(=O)n(Cc2cccs2)c(=NCc2cccs2)s1
(21) COc1cc2[nH]c3c(=O)n(CCN4CCCCC4)cnc3c2cc1OC
(22) CN(C)c1cc(-c2ccccc2)nc(N)n1
(23) COc1ccccc1NC(=O)CSc1nc(O)cc(=O)[nH]1
(24) Cc1ccc(Cn2nnc3c(=O)n(CC(=O)NCc4ccc5c(c4)OCO5)cnc32)cc1

assay / compound,17,18,19,20,21,22,23,24
PKA inh,4,2,2,9,7,7,1,3
Ecoli tolC,77*,13,-9,-8,-2,-11,-12,-7
NADH enzymes,11%,5%,6%,6%,10%[fluoresces],6%,9%,7%
JNK3 inh,-4,·,-8,·,1,4,1,4
Autofluor 339,1.1,1.1,1.2,1.1,3.6*,1.1,1,1.1
MMP-13 inhibitor,1,-2,2,6,-54,-2,-10,-7
A340 absorber,1,1,1,1,1.1,1.1,0.97,0.98
HEK293 NFkB inh,4,16,10,8,17,4,3,4
ROCK2 inh,5,·,1,·,1,5,5,3

Whole records from above:
C=CCn1c(SCC(=O)Nc2ccc3c(c2)CCC3)nnc1-c1cccs1 in the list: PKA inh: 4; Ecoli tolC: 77*; NADH enzymes: 11%; JNK3 inh: -4; Autofluor 339: 1.1; MMP-13 inhibitor: 1; A340 absorber: 1; HEK293 NFkB inh: 4; ROCK2 inh: 5
O=C1C2C3C=CC(C3)C2C(=O)N1CCN1CCN(S(=O)(=O)c2ccc3ccccc3c2)CC1 (stereo unspecified) in the list: PKA inh: 2; Ecoli tolC: 13; NADH enzymes: 5%; JNK3 inh: ·; Autofluor 339: 1.1; MMP-13 inhibitor: -2; A340 absorber: 1; HEK293 NFkB inh: 16; ROCK2 inh: ·

More entries follow.
(25) O=S(=O)(c1cc(Cl)ccc1Cl)n1nnc2ccccc21
(26) Cn1cc(Cl)c(C(=O)NC2CCCCCC2)n1
(27) CCOC(=O)C1[C@H]2C(=O)N(C(C)c3ccc(OC)cc3)C[C@]23C=C[C@H]1O3 (stereo partly specified)
(28) O=C(COC(=O)CCc1c[nH]c(=O)[nH]1)Nc1ccccc1
(29) CCOC(=O)c1c(C)[nH]c(C(=O)Cn2nnc(-c3ccccc3Cl)n2)c1C
(30) Cc1cc(Br)c2c(c1)=C(c1sc(N3CCCCCC3)nc1O)C(=O)N=2
(31) CCCOc1ccc(C2c3c(oc4cc(C)c(C)cc4c3=O)C(=O)N2CCCN(C)C)cc1 (stereo unspecified)
(32) O=c1oc2c3c(nn2c2ccccc12)CCCC3

assay / compound,25,26,27,28,29,30,31,32
PKA inh,10,-3,2,1,12,3,2,8
Ecoli tolC,-17,1,-28,-20,-9,-17,18,0
NADH enzymes,3%,2%,2%,11%,3%,9%,10%,7%
JNK3 inh,2,-5,-5,-3,4,6,2,2
Autofluor 339,1.1,1.1,1.2,1,1.1,1,1.1,1.3
MMP-13 inhibitor,-2,-2,2,-3,-6,4,-4,3
A340 absorber,0.99,1,1.1,0.97,1,1.1,1.1,1
HEK293 NFkB inh,8,8,10,10,-1,-3,4,-1
ROCK2 inh,6,-5,-2,2,3,4,2,4

(33) O=C(O)c1cccc(CSc2nnc(Cc3ccccc3)o2)c1
(34) c1ccc(-c2noc(CN3CCN(c4ccccc4)CC3)n2)cc1
(35) Cc1cc(=O)n2nc(N3CCCC3C(=O)NCc3ccccn3)sc2n1 (stereo unspecified)
(36) COc1cccc(-n2nnnc2SCC(=O)N2CCCc3ccccc32)c1
(37) O=C(c1cn(CC(=O)N2CCCC2)c2ccccc12)C1CCCCC1
(38) O=C(CCN1C(=O)c2ccccc2C1=O)Nc1ccccn1
(39) Cc1ccc2oc3c(c(=O)c2c1)C(c1ccc(F)cc1)N(CCCN1CCOCC1)C3=O (stereo unspecified)
(40) CCOc1ccc(OCc2cccc(C(=O)N3CCOCC3)c2)cc1

assay / compound,33,34,35,36,37,38,39,40
PKA inh,-3,6,4,1,7,8,0,-3
Ecoli tolC,11,23,-19,24,2,-10,-7,12
NADH enzymes,1%,7%,7%,9%,10%,7%,8%,3%
JNK3 inh,2,4,-1,4,-2,5,-3,-1
Autofluor 339,1.1,1.1,1,1.2,1.1,1.1,1.1,1
MMP-13 inhibitor,1,4,-3,-1,-2,-6,1,-2
A340 absorber,1.1,1,1,1,1,1,1.1,0.98
HEK293 NFkB inh,-8,-20,8,5,6,4,1,50*
ROCK2 inh,0,4,4,1,1,4,-12,-3

(41) CC(=O)Nc1nonc1NC(=O)CSc1nc2ccccc2o1
(42) COc1cccc(NC(=O)CN(c2cccc(C(F)(F)F)c2)S(C)(=O)=O)c1
(43) CCOc1ccc(CCNC(=O)C2CCN(c3ccc(N4CCOCC4)nn3)CC2)cc1OCC
(44) O=C(NCCc1ccccc1)/C(=N\O)c1ccccc1
(45) COC(=O)c1sccc1NC(=O)c1cc(C)on1
(46) O=C(COC(=O)c1ccco1)Nc1nc2ccccc2s1
(47) CCC(=O)N1CCN(c2ccc(NC(=O)c3ccco3)cc2)CC1
(48) COc1ccc(-c2noc(C3CCCN(S(=O)(=O)c4cccc(Cl)c4)C3)n2)cc1OC (stereo unspecified)

assay / compound,41,42,43,44,45,46,47,48
PKA inh,12,5,-2,1,-1,5,6,-1
Ecoli tolC,-10,4,-7,-16,-5,4,-3,0
NADH enzymes,5%,2%,11%[fluoresces],6%,11%,5%,5%,1%
JNK3 inh,6,-1,-3,4,1,4,-11,-4
Autofluor 339,1,1.1,4.9*,1.1,1.1,1.1,1,1.1
MMP-13 inhibitor,4,4,-14,0,4,-2,9,3
A340 absorber,0.99,1,1.1,1,1,1,1,1
HEK293 NFkB inh,-4,6,3,·,14,1,4,9
ROCK2 inh,8,4,-13,5,-9,9,5,-3

An excerpt from above in order of the MMP-13 inhibitor value, highest first.
#	Compound	MMP-13 inhibitor
47	CCC(=O)N1CCN(c2ccc(NC(=O)c3ccco3)cc2)CC1	9
45	COC(=O)c1sccc1NC(=O)c1cc(C)on1	4
44	O=C(NCCc1ccccc1)/C(=N\O)c1ccccc1	0

The results go on:
(49) CCc1ccccc1NC(=O)c1nnn(CC(=O)Nc2cccc(C)c2)c1N
(50) CCS(=O)(=O)c1ccc(O)c(NC(=O)Nc2ccccc2)c1
(51) CCOc1cc2[nH]c(=O)n(CC3CCC(C(=O)NC4CCCCC4)CC3)c(=O)c2cc1OCC (stereo unspecified)
(52) C1CN(c2nc3nonc3nc2N2CCOCC2)CCO1
(53) Cc1ccc2c(c1)C(C)(C)[C@]1(C)NC(=O)CCN21
(54) COc1ccccc1-n1c(=O)[nH]c2c(C(N)=O)nc(-c3cccnc3)nc21
(55) CN1CCN(Cc2cc(COCc3ccccc3)c3cccnc3c2O)CC1
(56) COc1ccc(CNC(=O)c2ccc3nccnc3c2)cc1

assay / compound,49,50,51,52,53,54,55,56
PKA inh,13,-1,6,-6,6,11,-1,0
Ecoli tolC,-12,-6,-7,-23,-9,-4,5,2
NADH enzymes,3%,20%,5%,2%,7%,3%[fluoresces],0%,7%
JNK3 inh,-2,-1,10,0,-1,-2,-2,4
Autofluor 339,1.1,1,1.3,1,1.1,2.5*,1.2,1.1
MMP-13 inhibitor,4,1,-6,-3,2,-15,-2,8
A340 absorber,1,1,1.1,1.1,0.98,1,1.1,1
HEK293 NFkB inh,4,9,3,5,11,13,30,3
ROCK2 inh,6,-2,2,-7,6,4,1,5

(57) O=C(CN1CCOCC1)Nc1cc(Cl)ccc1Cl
(58) CCCn1cc2c(c1-c1cccc(C)c1)c(=O)n(C)c(=O)n2C
(59) Cc1cc(=O)oc(C)c1C(=O)NCCC(C)C
(60) CC(C)(C)n1nc2c(c1NC(=O)c1ccc(Br)cc1)CS(=O)C2 (stereo unspecified)
(61) O=S(=O)(c1ccc(Cl)cc1)N1CCN(c2ccc(N3CCOCC3)nn2)CC1

assay / compound,57,58,59,60,61
PKA inh,11,-1,0,2,11
Ecoli tolC,2,-10,-13,2,12
NADH enzymes,2%,7%,8%,3%,1%
JNK3 inh,-9,4,·,-4,0
Autofluor 339,1.1,1.2,0.99,0.96,1.6
MMP-13 inhibitor,-1,5,0,3,-13
A340 absorber,1,1,1.2,1.1,1.1
HEK293 NFkB inh,20,14,21,4,8
ROCK2 inh,2,0,·,6,8
